# Giardia killer: Small Molecules that selectively kill Giardia lamblia: qHTS; Giardia lamblia trophozoite viability; activity change, % at 7.66 µM, hits read low; 340,000 tested, 0.15% active; in the data active means activity change below about -80%; inconclusive means between about -30% and that limit;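 further: parasites exposed to compound for two days anaerobically before the ATP read; on the % scale 0 is the no-effect control and ±100 the full control effect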
#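 Trophozoites 100 cells/well + cpd; 48 hrs, 37 deg C, anaerobic. ATPLite 1-Step added, 15-30 min RT, luminescence read (ATP-based viability).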
# BCR signal inh: qHTS Assay to Find Inhibitors of Chronic Active B-Cell Receptor Signaling; ABC-DLBCL IkBa-CBG/CBR reporter, luminescence ratio, 4 h; Potency, µM (series often up to 46.1 µM), for inactives: at the top dose ratio change, negative = lower green/red ratio, usual class: inhibitors; 340,000 tested, 0.05% active; AID 493014, 2011; active means well fitted inhibition curve with a large enough effect in the signal ratio, with a control signal flat, not every such curve was filed as active; inconclusive means small, poorly fitted or top-dose-only effect, or effect the other way, or a change in a side signal; the % refers to the signal ratio;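 further: potency means the concentration at half of the fitted maximal effect; plate controls were basal doxycycline-induced cells for no effect and cells given 10 µM MG132 for full effect; MG132 reads +100%, hits lower the ratio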
#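 TMD8 ABC-DLBCL cells carrying doxycycline-inducible green luciferase fused to IkappaBalpha plus unfused red luciferase were exposed to compounds (up to 46 uM) for 4 hrs at 37C. Activity came from the overlap-corrected green/red luminescence ratio.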
# TCR activator: Activators of T cell receptors: qHTS campaign; primary human leukocytes, anti-CD3, IL-2 HTRF, 48 h; Potency, µM (doses to about 9.22 µM), for inactives: top-dose activation of IL-2 secretion, usual class: activators; 330,000 tested, under 10 active; AID 504894, 2011; further: % of control where 0% means no effect
#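 HTRF read-out of IL-2 secretion: europium cryptate donor excited at 320nm, d2 acceptor emission at 665nm. Cells were primary human leukocytes incubated 48 hr with compounds and a-CD3 beads, supplying TCR signal only.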
# FBPA coupling cs: qHTS Assay for Inhibitors of Fructose-1,6-bisphosphate Aldolase from Giardia Lamblia: Coupling assay counterscreen; 290,000 tested, 0.67% active; activity change, negative = inhibition, % at 58.2 µM, hits read low; AID 2472, 2010; coupling enzyme system counterscreen, AmpLite Red fluorescence; in the data active means activity change below about -30%; further: on the % scale 0 is the no-effect control and ±100 the full control effect
#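 First, compound is pin-transferred into glyceraldehyde-3-phosphate coupling-enzyme reagent at 57.5 uM final and held 10 min at RT. Next, substrate, coupling system and AmpLite Red are added. After 20 min RT, fluorescence (525/598 nm) is read.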
# KCNH2 WT inh: qHTS for Inhibitors of KCHN2 3.1: Wildtype qHTS | U2OS, BacMam KCNH2, thallium flux FluxOr; stronger effect = lower value | activity change, % at 1.84 µM | 340,000 tested, 0.37% active | AID 720551, 2013;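 active means maximum activity change below -70%; inconclusive means maximum activity change between -70% and -50%; inactive means maximum activity change above -50%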; further: on the % scale 0 is the no-effect control and ±100 the full control effect
#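 U2OS cells were transduced with wild-type KCNH2 virus (2.03 x 10^8 / mL) for 4 h at room temperature, then cultured overnight at 37 C. Thallium flux was read with FluxOr dye. Rate constants were normalized to DMSO controls.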
# Tb PFK inh: qHTS Assay to Find Inhibitors of T. brucei phosphofructokinase; ATP-dependent 6-phosphofructokinase (Trypanosoma brucei brucei), O15648; T. brucei PFK, ADP-Glo luminescence; Potency, µM (doses to about 57.5 µM), for the others: at the top dose activity, negative = inhibition, actives largely listed as inhibitors; 330,000 tested, 0.17% active; AID 485367, 2010;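 further: potency means the concentration at half of the fitted maximal effect; 0% = uninhibited 1x PFK enzyme wells and -100% = no-enzyme wells; nearly all actives have a fitted effect of over 60% in size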
#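 PFK 1.25 nM, F6P 0.5 mM, ATP 0.1 mM, 0.1 M TEA pH 8.0, 5 mM MgCl2, 0.01% Tween20, 0.1% BSA; 45 min RT. ADP-Glo readout. qHTS titration up to 57 uM; curves fitted, compounds curve-classed.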
# A-T KAP1 phos: qHTS Assay for Identifying a Potential Treatment of Ataxia-Telangiectasia; 320,000 tested, 0.19% active; […] A-T fibroblasts, KAP-1 phosphorylation AlphaLISA; neocarzinostatin DNA damage 30 min before lysis; Potency, µM (titrated, usually from 57.5 µM), without a hit: top-dose activation, usual class: activators; further: potency means the concentration at half of the fitted maximal effect; % of control where 0% means no effect; nearly all actives have a fitted effect of over 45% in size
#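 hTERT-immortalized A-T patient fibroblasts ([…]), 500 cells/well in OPTI-MEM, 1% FBS, got compounds for 60 min, then NCS for 30 min at 37C. Lysates were then assayed for phospho-KAP-1 by AlphaLISA (anti-pKAP1 donor, anti-KAP1 acceptor beads), 6 hr at 25C.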
# TSHR antag: Antagonists of the Thyroid Stimulating Hormone Receptor: HTS campaign. activity change, negative = inhibition, % at 11.5 µM. Thyrotropin receptor (Homo sapiens), P16473. TSHR-expressing cells, TSH-stimulated cAMP HTRF, 2 h; stronger effect = lower value. 330,000 tested, 0.2% active;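 active means activity change below a set negative limit, meaning inhibition stronger than a set level, cut at about -70% in these data; inconclusive means activity change between two set negative limits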; further: on the % scale 0 is the no-effect control and ±100 the full control effect
#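 Competitive HTRF cAMP read-out (cryptate anti-cAMP antibody, cAMP-d2; 30 min, room temperature) in freshly harvested TSHR cells. Compounds added before TSH at EC80 (4nM final), followed by 2 hours' incubation at 37 deg C.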
# MLL CXXC-DNA inh: qHTS Fluorescence Polarization Assay for Inhibitors of MLL CXXC domain - DNA interaction. Histone-lysine N-methyltransferase 2A (Homo sapiens), Q03164. MLL-CXXC / FITC-HOXA9 DNA fluorescence polarization. 290,000 tested, 0.037% active. Potency, µM (series often up to 115 µM), without a hit: at the highest dose activity change, negative = inhibition, usual class: inhibitors; active means well fitted inhibition curve with a large enough effect in the polarisation, with a control signal flat, not every such curve was filed as active; inconclusive means small, poorly fitted or top-dose-only effect, or effect the other way, or a change in a side signal; inactive means no such curve, though single readings can be large or run the other way; the % refers to the polarisation; further: potency means the concentration at half of the fitted maximal effect
#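 Purified MLL-CXXC (added from a 7 uM solution) was preincubated 5 min at ambient with pinned compounds in 50 mM Tris-HCl pH 7.5, 50 mM NaCl, 1 mM DTT, 0.05% BSA. Fluorescein-labeled HOX-A9 DNA (50 nM solution) followed, 30 min, then polarization read.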
# GALK inh: qHTS Assay for Inhibitors of Human Galactokinase (GALK); Purified GALK, Kinase-Glo residual ATP luminescence; Potency, µM (titrated, usually from 57.5 µM), for inactives: at the highest dose activity change, negative = inhibition, most hits filed as inhibitors; AID 1868, 2009; 270,000 tested, 0.007% active; further: potency means the concentration at half of the fitted maximal effect; on the % scale 0 is the no-effect control and ±100 the full control effect
#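 Human GALK (5 nM) with 35 uM ATP and 100 uM galactose in 20 mM HEPES pH 8.0, 5 mM MgCl2, 60 mM NaCl, 1 mM DTT, 0.01% BSA. After 1 h at room temperature, leftover ATP was read by Kinase-Glo Plus luminescence.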
# Starred values were filed as active, the others as inactive; ? = inconclusive; · = no result given; & = joins results of further samples; [ ] = dose if it differs, or a comment. Unless noted, the call rests on the fitted dose curve; in most records, active means well fitted curve in the direction sought with a large enough effect; inconclusive means small, poorly fitted or top-dose-only effect, or another doubt; inactive means no such curve, though single readings can be large; an effect the other way counts as inactive or inconclusive. Hits appear at their usual frequency; 1.6% or so of the library scored in one or more.
SMILES,Giardia killer,BCR signal inh,TCR activator,FBPA coupling cs,KCNH2 WT inh,Tb PFK inh,A-T KAP1 phos,TSHR antag,MLL CXXC-DNA inh,GALK inh
Cc1ccc(C(C)C)cc1S(=O)(=O)NCc1ccccn1,-13,4%,·,1,8,7%,3%,28,5%,-7%
CC(OC(=O)CN1C(=O)NC2(CCCC2)C1=O)C(=O)Nc1cccc(Cl)c1Cl (configuration not stated),9,?,-1%,·,0,1%,3%,6,·,·
COc1cccc(N/C(N)=N/c2nc(C(F)(F)F)cc(=O)[nH]2)c1,-2,?,10%[46.1 µM],1,-8,0%,-2%,19,17%,-2%
CC1(C)Cc2ccccc2C(N/N=C/c2ccc([N+](=O)[O-])cc2)=N1,-3,?,0%,0,24,-3%,-2%,-11,6%,-1%
Cc1ccc(S(=O)(=O)N2CCN(C(=O)CCc3nc4ccccc4c(=O)[nH]3)CC2)c(C)c1,-2,-12%,1%,·,2,-6%,-1%,-3,·,·
CCOC(OCC)c1cn(Cc2ccc(C(=O)c3ccccc3)cc2)nn1,14,?,-1%,1,1,-2%,0%,-2,-7%,·
COc1ccc(NC(=O)C(=O)c2cn(CC(=O)N3CCOCC3)c3ccccc23)cc1OC,4,?,-6%,·,6,3%,-7%,-11,11%,-5%
Cc1ccc(CN(C)C(=O)CSc2nnc3n2CCCCC3)c(C)c1,0,1%,-21%,·,-1,1%,7%,1,·,·
O=C(NNC(=O)c1ccc(=O)[nH]c1)c1ccc(NS(=O)(=O)c2cccs2)cc1,-14,1%,6%,·,6,-2%,12%,11,·,·
COc1cc2c(cc1NC(=S)Nc1cccc3ccccc13)oc1ccccc12,11,?,-3%,-10,1,1%,-4%,4,46%[activator],-1%
CCOC(=O)C1=C(COC(=O)c2ccc(C)c(S(=O)(=O)N3CCOCC3)c2)NC(=O)NC1C (configuration not stated),-19,-9%,6%,·,-12,-1%,11%,-10,·,·
COc1cccc(C2c3c(-c4ccccc4)n[nH]c3C(=O)N2c2ccc(C(=O)O)cc2)c1 (configuration not stated),-12,0%,3%,4,-28,7%,4%,-17,-22%,-10%
O=C(Oc1ccc(/C=N/Nc2ccccc2)cc1)c1ccccc1,2,1%,4%,4,-5,1%,-4%,-5,98%[activator],-1%
Cc1nc2sc(C(c3ccccc3)N3CCOCC3)c(O)n2n1 (configuration not stated),4,?,-6%[46.1 µM],0,6,-5%,2%,0,7%,0%
COC(=O)c1c(NC(=S)Nc2ccccc2Cl)sc(C)c1C,-10,1%,·,0,0,-2%,-1%,0,12%,-6%
Cc1[nH]c2ccccc2c1CCNC(=O)c1ccc2nccnc2c1,10,?,·,3,2,2%,-38%[inhibitor],3,-12%,2%
Cn1ncc(Br)c1C(=O)OCC(=O)Nc1nc(-c2ccccc2)cs1,-9,?,1%[46.1 µM],-4,-31,-15%,12%,-39,-14%,-3%
CC(=O)Nc1cccc(NC(=O)c2cccc3cccnc23)c1,10,?,-11%,0,1,16%,0%,-2,13%,-1%
CCOC(=O)N1CCC(Nc2c([N+](=O)[O-])cc(C(=O)O)cc2[N+](=O)[O-])CC1,12,7%,7%,8,-1,0%,-2%,-1,-12%,2%
FC(F)(F)c1ccc(CN2CCN(Cc3ccco3)CC2)cc1,7,0%,10%,-1,-8,-4%,2%,-3,5%,8%
CCOc1ccc(C(=S)NC2CCCCC2)cc1OC,-6,?,·,-1,-5,-3%,-2%,1,10%,1%
Cc1cc2ncn(/N=C/c3ccc4c(c3)OCO4)c2cc1C,8,?,-10%,0,7,1%,0%,-3,3%,6%
CCOC(=O)Cc1nc2nc(C)cc(C)n2n1,-22,?,-2%,1,-11,3%,-1%,-7,-2%,-1%
O=C(NC1CCCN(C2Cc3ccccc3C2)C1)c1ccc(F)cc1Cl (configuration not stated),2,7%,3%,2,-31,-2%,-3%,3,9%,5%
CCC(C)Oc1cccc(C(=O)Nc2ccccc2N2CCOCC2)c1 (configuration not stated),-11,-3%,2%,-2,-8,-5%,1%,-4,1%,0%
O=C1c2ccccc2C(=O)c2c1cccc2N(CCO)CCO,?,?,5%,-20,-11,-2%,-12%,-7,?,·
Cn1c(NCC(O)CO)nc2c1c(=O)n(Cc1ccc(Cl)c(Cl)c1)c(=O)n2C (configuration not stated),3,6%,3%,-2,0,-16%,4%,-4,-10%,·
COC(=O)COc1ccc(S(=O)(=O)N2CCOCC2)cc1C,7,?,11%,2,0,3%,8%,-17,1%,1%
CCN(CC)c1ccc(/C=C(/C#N)C(=O)NC(C)C)o1,7,?,6%,1,-10,-5%,-4%,-3,?,1%
C#CCOCCOCCOCCNc1nc(N2CCN(C(=O)[C@H](CCCCN)n3cc(C(N)CC(C)C)nn3)CC2)nc(N2CCN(C(=O)[C@H](CCC(=O)O)n3cc(C(N)[C@H](C)CC)nn3)CC2)n1 (some centres not stated),37[activator],-1%,-2%,6,-9,-5%,16%,3,-7%,0%
COC(=O)C1=C(C(=O)OC)[C@@H]2N(Cc3ccccc3)c3ccccc3[C@@]23C[C@@H](C(=O)OC)N=C3N1,7,-1%,1%,0&1,·,-6%,3%,-2,0%,-1%
COc1ccc(NC(=O)CS(=O)CC(=O)Nc2cccnc2)cc1 (configuration not stated),6,-15%,2%,0,18,1%,-2%,-5,16%,-3%
Cc1ccc(/C=C2\SC(=S)N(CCCC(=O)Nc3ccccc3C(=O)O)C2=O)cc1,-7,?,7%,·,-9,-1%,14%,-8,73%[activator],-10%
CCOc1ccc(S(=O)(=O)NCC(=O)N(C)Cc2cccnc2)cc1,14,?,6%,0,0,4%,3%,-13,5%,-2%
COc1ccc(C2=CCN3CCCCC3C2)c(-c2ccc(OC)c(OC)c2)c1 (configuration not stated),14,?,9%,·,14,3%,7%,-5,·,·
COc1ccc(Nc2nc(C(=O)N3CCc4cc(OC)c(OC)cc4C3)cs2)cc1,-11,?,-5%,2,-2,2%,?,5,-2%,0%
Cc1ccc(-c2noc(CN(C)C(=O)c3ccoc3C)n2)cc1,-9,0%,0%,1,5,-1%,-4%,-8,0%,16%
Cc1ccc2c(nc3s/c(=C\c4ccc(-c5ccccc5C(=O)O)o4)c(=O)n32)c1C,12,14%,-7%,0,-10,16%,3%,-1,?,-5%
NC(=O)C1CCN(C(=O)CCSCc2ccccc2)CC1,26,0%,2%,0,4,1%,16%,18,5%,1%
COC(=O)c1cccc(C(=O)N2CCCC(C(=O)c3cc(F)ccc3F)C2)c1 (configuration not stated),23,0%,7%,2,1,0%,5%,-1,4%,15%
CC(=O)Nc1cccc(NC(=O)c2ccc3c(c2)CCN3S(C)(=O)=O)c1,13,?,-3%,3,2,-1%,3%,4,10%,3%
O=C(O)c1ccc(N=NN2CCOCC2)cc1,24,?,-4%,-1,-10,4%,1%,1,9%,0%
CCS(=O)(=O)N1CCN(Cc2ccc([N+](=O)[O-])cc2)CC1,6,3%,0%[46.1 µM],0,2,-23%,-6%,2,13%,0%
Cc1cccc(C)c1NC(=O)COC(=O)c1cc(=O)[nH]c2ccccc12,-14,1%,3%,·,-10,0%,-3%,-4,·,·
CCc1nnc(NS(=O)(=O)c2ccc(NC(=O)c3cc(Cl)ccc3[N+](=O)[O-])cc2)s1,-8,5%,-3%,4,-18,3%,2%,-14,?,1%
COc1ccc(OC)c(NC(=O)N2CCCc3ccccc32)c1,-14,?,-6%,2,-8,0%,2%,-4,-3%,1%
O=S(=O)(NC1CCN(Cc2ccccc2)CC1)c1ccc2ccccc2c1,-8,4%,0%,1,0,1%,4%,8,36%[activator],0%

# Screening results (PubChem)
